Screens deposited in PubChem by several laboratories.
Mtb BioA inh – BioA (M. tuberculosis) enzyme inhibition. inhibition, % at 9.99 µM. purified M. tuberculosis BioA enzyme, plate reader. 360,000 compounds, 0.096% hits. AID 602481; in the data active = inhibition above about 40%; inconclusive = no clear call, values can overlap the other calls
MazF activator – MazEF (E. coli) toxin RNase activation; 350,000 compounds, 0.32% hits; activation, % at 20 µM; FAM/BHQ RNA-DNA oligo cleavage fluorescence, 5 h; in the data active = activation above about 50%
Target sequence (P0AE70 whole entry, looked up): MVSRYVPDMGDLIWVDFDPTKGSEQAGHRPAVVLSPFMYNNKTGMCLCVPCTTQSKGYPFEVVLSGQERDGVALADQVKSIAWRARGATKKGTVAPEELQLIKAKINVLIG
BoNT-F LC inh – blocks Botulinum neurotoxin F light chain protease; Multiplex microsphere protease cleavage assay, flow cytometry; inhibition, % at 10 µM; 360,000 compounds, 0.22% hits; AID 588497; in the data active = inhibition above about 35%, passing the limit was not always enough; inconclusive = no clear call, values can overlap the other calls; also: plate controls were buffer without enzyme for full effect and enzyme alone for no effect
PrPC TRFRET – inhibitors of human cell surface prion protein PrPC. inhibition, % at 13.8 µM. 370,000 compounds, 0.43% hits. TR-FRET read-out. AID 720596; in the data active = inhibition above about 24%; also: 0% = median of the test wells and 100% = reference compound wells
GDH-TPI counter – GDH-TPI coupled enzyme inhibition counter-screen; GDH-TPI coupled enzyme counterscreen, NADH absorbance; inhibition, % at 4.8 µM; 360,000 compounds, 1.2% hits; AID 588335; in the data active = inhibition above about 30%;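 also: 0% = DMSO wells and 100% = wells lacking the enzyme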
FBA Mtb inh – inhibitors of M. tuberculosis fructose-bisphosphate aldolase. 360,000 compounds, 2.3% hits. P9WQA3. purified M. tuberculosis FBA, fluorescence read-out. AID 588726. inhibition, % at 1 µM; in the data active = inhibition above about 27%;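 also: 0% = vehicle and 100% = reference inhibitor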
Target sequence (P9WQA3 whole entry, looked up): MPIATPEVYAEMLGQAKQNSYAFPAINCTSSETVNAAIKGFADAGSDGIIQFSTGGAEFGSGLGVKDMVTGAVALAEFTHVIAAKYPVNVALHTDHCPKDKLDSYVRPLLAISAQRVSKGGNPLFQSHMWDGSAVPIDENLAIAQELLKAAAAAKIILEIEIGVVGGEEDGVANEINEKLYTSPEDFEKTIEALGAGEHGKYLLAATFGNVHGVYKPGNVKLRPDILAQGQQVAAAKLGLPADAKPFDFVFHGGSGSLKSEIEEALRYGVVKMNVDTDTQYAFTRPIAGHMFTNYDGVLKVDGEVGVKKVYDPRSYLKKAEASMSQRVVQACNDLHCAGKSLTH
FadD28 binding – M. tuberculosis FadD28 bisubstrate binding inhibition; FadD28 bisubstrate probe binding, fluorescence polarization; inhibition, % at 12.5 µM; 360,000 compounds, 0.22% hits; in the data active = inhibition above about 8.5%, passing the limit was not always enough; inconclusive = no clear call, values can overlap the other calls
UGM FP inh – inhibitors of M. tuberculosis UDP-galactopyranose mutase | purified UGM, fluorescence polarization probe displacement | AID 504406 | inhibition, % at 10 µM | 320,000 compounds, 0.06% hits | P9WIQ1; in the data active = inhibition above about 10%, passing the limit was not always enough; inconclusive = no clear call, values can overlap the other calls
Target sequence (P9WIQ1 whole entry, looked up): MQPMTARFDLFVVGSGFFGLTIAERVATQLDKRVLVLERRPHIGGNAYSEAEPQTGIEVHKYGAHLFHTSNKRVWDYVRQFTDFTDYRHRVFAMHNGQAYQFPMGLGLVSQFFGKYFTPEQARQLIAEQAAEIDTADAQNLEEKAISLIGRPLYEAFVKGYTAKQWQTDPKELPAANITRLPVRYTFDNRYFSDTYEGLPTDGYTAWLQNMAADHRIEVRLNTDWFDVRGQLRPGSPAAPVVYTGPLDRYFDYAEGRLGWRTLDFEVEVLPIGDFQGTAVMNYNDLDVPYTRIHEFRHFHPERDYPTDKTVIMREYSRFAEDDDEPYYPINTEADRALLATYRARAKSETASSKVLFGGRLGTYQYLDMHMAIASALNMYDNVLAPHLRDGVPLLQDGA
Rv3671c inh – inhibitors of M. tuberculosis serine protease Rv3671c; inhibition, % at 5.96 µM; 320,000 compounds, 0.048% hits; AID 2606; in the data active = inhibition above about 38%;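 also: extracellular domain of Rv3671c used as enzyme; 0% = enzyme with DMSO and 100% = no enzyme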
The depositor's hits bear a star; ? = inconclusive; nt = not tested or not shown; & = joins results of further samples.

Structure | PrPC TRFRET | Rv3671c inh | FBA Mtb inh | BoNT-F LC inh | MazF activator | UGM FP inh | FadD28 binding | Mtb BioA inh | GDH-TPI counter
COc1cc(C(=O)N[C@@H](C)C(=O)NCc2ccco2)cc(OC)c1OC | -8 | 5 | -1 | -11 | -5 | 3.2 | -1.6 | -1.1 | 6
C[C@@H]1CN([C@@H](C)CO)C(=O)CCCn2nncc2CO[C@H]1CN(C)C(=O)NC1CCCCC1 | 12 | nt | 2 | 0 | -1 | nt | 0.1 | -1.9&0.8&0.4 | 12
CN(Cc1ccc(O)cc1)C1CCCCC1 | 1 | -5 | -1 | -10 | -6 | 0.4 | -0.1 | -0.6 | -6
O=C(NCc1n[nH]c(=S)n1-c1ccccc1)c1ccc(S(=O)(=O)N2CCCCC2)cc1 | 2 | -13 | 0 | 0 | 3 | 0.0 | -1.1 | nt | -4
Cc1onc(-c2ccccc2)c1-c1ccnn1S(=O)(=O)c1ccc(Cl)cc1 | 7 | -3 | -1 | -2 | 4 | 1.8 | 1.6 | nt | 2
c1ccc(-c2noc(-c3ccno3)n2)nc1 | -2 | 1 | 8 | -7 | 0 | -0.8 | -1.0 | nt | 9
COc1ccccc1CN1C[C@@H]2C[C@@H](c3cccc(C)c3)N3CCC[C@@]23C1=O | 4 | 1 | 6 | 10 | -6 | -0.1 | -1.5 | nt | -2
O=C(Nc1ccc(Cc2ccncc2)cc1)C1CCC(N2C(=O)C3CC=CCC3C2=O)CC1 (stereo not given) | 23 | -2 | 0 | 1 | -3 | 2.5 | -2.9 | -1.0 | 6
O=[N+]([O-])c1ccc(-c2nc3ccc([N+](=O)[O-])cc3[nH]2)cc1 | -8 | 3 | 1 | -6 | -1 | 0.9 | 0.0 | 0.9 | 31*
CCC(C)(C)NC(=O)c1ccc2c(c1)S(=O)(=O)c1ccccc1C2=O | -48 | 1 | -10 | ? | 5 | 1.4 | -3.5 | -0.2 | -7
Cn1c(=O)[nH]c(=O)c2c1nc(N1CCN(C(c3ccccc3)c3ccccc3)CC1)n2CCO | 6 | nt | 0 | 21 | 10 | 4.1 | -0.7 | 0.0 | 0
CC1CCCCC1NC(=O)Cn1nnc2ccccc2c1=O (stereo not given) | -11 | 7 | -1 | 0 | 3 | -0.3 | 2.4 | nt | 18
COc1ccccc1N1CCN(Cc2cnc(-c3ccccc3)[nH]2)CC1 | -7 | -2 | 6 | -6 | 6 | 1.6 | -3.4 | nt | -18
CCc1nc(N)c(C#N)c(-c2cccc3ccccc23)c1C | -3 | -6 | 4 | -8 | -7 | 0.8 | -4.7 | -2.3 | 15
Cc1ccc(C)c(NC(=O)NC2CCCCCCC2)c1 | 1 | -2 | 3 | 0 | 5 | -1.2 | -1.4 | -1.5 | 8
COC(=O)c1c(N)n(Cc2ccc(OC)cc2)c2nc3ccccc3nc12 | -16 | 1 | 159* | 9 | 7 | -0.6 | -2.1 | 1.4 | 2
COc1ccccc1NC(=O)c1cccc(S(=O)(=O)N2CCN(Cc3ccccc3)CC2)c1 | -1 | 5 | 3 | 6 | 1 | 1.2 | 1.0 | nt | 8
COc1ccc(C(=O)COC(=O)C2COc3ccccc3O2)cc1F (stereo not given) | -7 | -1 | 4 | nt | 4 | 0.6 | 0.3 | -1.0 | 1
COc1ccc(CCNC(=O)CCSc2nc(-c3ccco3)cc(C(F)(F)F)n2)cc1 | -5 | -11 | -2 | -2 | -1 | 0.7 | 2.0 | -1.3 | 16
CCOC(=O)N1CCN(C(=O)c2nc3ccccc3s2)CC1 | -3 | -15 | -9 | 1 | 0 | 0.2 | -3.7 | 1.0 | 1

8 entries already listed, arranged by formula weight, lowest first:
Structure | PrPC TRFRET | Rv3671c inh | FBA Mtb inh | BoNT-F LC inh | MazF activator | UGM FP inh | FadD28 binding | Mtb BioA inh | GDH-TPI counter
CCc1nc(N)c(C#N)c(-c2cccc3ccccc23)c1C | -3 | -6 | 4 | -8 | -7 | 0.8 | -4.7 | -2.3 | 15
CC1CCCCC1NC(=O)Cn1nnc2ccccc2c1=O (stereo not given) | -11 | 7 | -1 | 0 | 3 | -0.3 | 2.4 | nt | 18
COc1ccccc1N1CCN(Cc2cnc(-c3ccccc3)[nH]2)CC1 | -7 | -2 | 6 | -6 | 6 | 1.6 | -3.4 | nt | -18
Cc1onc(-c2ccccc2)c1-c1ccnn1S(=O)(=O)c1ccc(Cl)cc1 | 7 | -3 | -1 | -2 | 4 | 1.8 | 1.6 | nt | 2
O=C(Nc1ccc(Cc2ccncc2)cc1)C1CCC(N2C(=O)C3CC=CCC3C2=O)CC1 (stereo not given) | 23 | -2 | 0 | 1 | -3 | 2.5 | -2.9 | -1.0 | 6
O=C(NCc1n[nH]c(=S)n1-c1ccccc1)c1ccc(S(=O)(=O)N2CCCCC2)cc1 | 2 | -13 | 0 | 0 | 3 | 0.0 | -1.1 | nt | -4
Cn1c(=O)[nH]c(=O)c2c1nc(N1CCN(C(c3ccccc3)c3ccccc3)CC1)n2CCO | 6 | nt | 0 | 21 | 10 | 4.1 | -0.7 | 0.0 | 0
C[C@@H]1CN([C@@H](C)CO)C(=O)CCCn2nncc2CO[C@H]1CN(C)C(=O)NC1CCCCC1 | 12 | nt | 2 | 0 | -1 | nt | 0.1 | -1.9&0.8&0.4 | 12

More structures follow:
Structure | PrPC TRFRET | Rv3671c inh | FBA Mtb inh | BoNT-F LC inh | MazF activator | UGM FP inh | FadD28 binding | Mtb BioA inh | GDH-TPI counter
CC(C)Oc1cccc(C(=O)C2CCCN(C3CCOCC3)C2)c1 (stereo not given) | -1 | 3 | 0 | -9 | -4 | 0.4 | -2.1 | 0.7 | -4
Cc1cc(OCC#N)nc(N)n1 | 8 | -2 | -1 | -3 | 3 | -3.7 | 0.0 | 6.0 | 2
O=C(CNC(=O)c1ccc(Cl)cc1Cl)OCCOc1ccccc1F | -6 | 4 | -2 | 3 | 1 | 1.2 | -0.5 | -0.5 | 0
Cc1cccc(NS(=O)(=O)c2csc(C(N)=O)c2)c1C | 4 | -5 | -2 | -24 | 0 | 1.3 | -2.1 | nt | 3
Cc1cccc(NC(=O)Nc2ccc(C)c(C)c2)n1 | 0 | -2 | -1 | 2 | 4 | -4.2 | 1.0 | -1.1 | 8
Cc1nc2ncc(Br)cc2[nH]1 | -5 | -8 | 2 | 5 | 4 | 1.3 | -1.6 | nt | 7
CCOC(=O)C1CCN(C(=O)c2ccccc2NC(=O)c2ccc(Br)cc2)CC1 | -1 | 1 | 1 | 5 | 8 | 1.2 | -0.8 | nt | 13
O=[N+]([O-])c1ccc(S(=O)(=O)N2CCC3(CC2)OCCN3S(=O)(=O)c2cccs2)cc1 | -34 | 6 | -4 | nt | -2 | 0.2 | -1.7 | nt | 5
Cc1ccc(N2C(=O)C3C4C=CC(CNC(=S)Nc5ccc(Cl)cc5)(O4)C3C2=O)cc1 (stereo not given) | -2 | -18 | -2 | 2 | 2 | 3.8 | -5.5 | -0.4 | 4
Cc1cc(C)c(C)c(S(=O)(=O)N2CCNCC2)c1C | -7 | 6 | 11 | -7 | -6 | 1.0 | -1.0 | -2.0 | -1
Cc1ccc(SCc2cc(=O)c3c(=O)n(-c4ccccc4)[nH]c3[nH]2)cc1 | 1 | 15 | 2 | -1 | 8 | 0.3 | 17* | 1.4 | 10
COc1cccc(/C=N\NC(=O)c2sc(N)nc2C)c1OC | -4 | -3 | 4 | ? | 4 | -0.6 | -2.1 | -0.9 | 26
Cc1c(OCC(=O)NC(Cc2ccc(Cl)cc2)C(=O)O)ccc2c1oc(=O)c1ccccc12 (stereo not given) | 2 | 0 | 17 | 0 | 9 | 2.3 | -20 | 5.6 | 16
COc1ccc(C(=O)N2CCN(C3CCN(Cc4ccccc4)CC3)CC2)cc1OC | -4 | -1 | 1 | 1 | 6 | 0.2 | -2.8 | 0.5 | -9
CC1(C)CNC(=O)C=C(c2ccccc2)C1 | -6 | 5 | 1 | 4 | -6 | -0.7 | -1.5 | -0.2 | 22
CS(=O)(=O)N1CCN(c2ccccc2NC(=O)c2cccnc2Cl)CC1 | -2 | -11 | 1 | -3 | 1 | 4.4 | -0.6 | -2.4 | 6
CC(C)CNC(=O)CN1c2cccc3cccc(c23)S1(=O)=O | -4 | -9 | 19 | 1 | 2 | 1.2 | -0.2 | -4.9 | 13
Cc1ccc2c(C(=O)CSc3ccccc3)c(C)[nH]c2c1 | -3 | -21 | -1 | -3 | 4 | -0.4 | -1.5 | -3.4 | 12
CCc1ccccc1NC(=O)CN1CCN(C(=O)CN2C(=O)NC3(CCCC3)C2=O)CC1 | -5 | 4 | -1 | 0 | -7 | nt | -1.5 | -1.2 | -1
COc1ccc(CCNC(=O)c2cc(S(=O)(=O)N3CCOCC3)ccc2F)cc1 | 3 | -14 | 1 | -6 | -17 | 0.3 | -0.9 | -1.8 | 5

Structure | PrPC TRFRET | Rv3671c inh | FBA Mtb inh | BoNT-F LC inh | MazF activator | UGM FP inh | FadD28 binding | Mtb BioA inh | GDH-TPI counter
CC(C)NS(=O)(=O)c1ccc(OCC(=O)N2CCCC2)cc1 | -1 | -5 | 5 | -23 | 0 | 1.8 | 0.9 | -0.4 | 2
O=C(Nc1ccc(F)cc1)Nc1ccccc1NS(=O)(=O)c1cccs1 | 6 | -5 | 1 | -6 | 2 | 0.1 | -4.6 | -1.3 | -2
Cc1cc(C)n2nc(C(=O)NC(c3ccccc3)c3ccccc3)nc2n1 | -3 | 7 | 0 | -10 | 5 | 0.2 | -2.2 | nt | 0
CC1CCN(Cc2csc(N)n2)CC1 | -5 | 10 | 0 | -8 | 5 | 0.0 | 1.0 | 1.7 | -11
Cc1ccc(N(C(=O)c2snc(C(N)=O)c2N)C(C(=O)NC2CCCC2)c2ccc(C)o2)cc1 (stereo not given) | 6 | 4 | 5 | -8 | 5 | -4.8 | -2.0 | -0.2 | 19
Nc1ccccc1-[n+]1c(-c2ccccc2)cc(-c2ccccc2)cc1-c1ccccc1 | -1 | -3 | -3 | -3 | 22 | 0.1 | -0.9 | 0.7 | 5
CN(CCOc1ccc(Br)cc1)CC(O)COc1ccc(C#N)cc1 (stereo not given) | -4 | -1 | -6 | -20 | -20 | -1.3 | -3.3 | 0.9 | -2
O=C(COC(=O)c1ccc(Cl)c([N+](=O)[O-])c1)NC1CCCC1 | -5 | -3 | -1 | -2 | 7 | -3.6 | -0.9 | -1.0 | 0
CC(C)(C)C1CCc2c(C(=O)NNC(=O)CCC(=O)O)csc2C1 (stereo not given) | -1 | 14 | 0 | -2 | -3 | -2.1 | 0.5 | nt | 0
CCCCC(=O)Nc1nnc(SCC(=O)NC2CC2)s1 | 1 | -3 | 3 | 12 | 2 | -2.3 | -5.4 | nt | 4
CCN(CC)C(=O)CCc1nc2sc3c(c2c(=O)[nH]1)CCCC3 | -4 | 4 | 4 | 2 | -4 | 1.0 | 0.5 | 0.9 | 16
O=C(NCCS(=O)(=O)N1CCN(Cc2ccccc2)CC1)c1ccc(F)cc1 | 7 | 4 | -1 | nt | 3 | -0.2 | -3.9 | 0.1 | -5
COc1ccccc1C(c1nnnn1C(C)(C)C)N1CCCCCC1 (stereo not given) | -2 | 7 | 0 | -1 | -5 | -0.2 | -0.3 | 0.0 | 9
CC(C)Sc1nc2ccccc2n1CC(=O)NCc1ccc2c(c1)OCO2 | 1 | -9 | -2 | 3 | 3 | 1.8 | 0.4 | -0.6 | 8
COc1ccc(-c2noc(N3CCC(C(=O)N4CCN(c5ccccn5)CC4)CC3)n2)cc1 | 3 | 3 | 9 | 4 | 1 | 2.9 | -2.0 | -0.4 | 3
Cc1nn(-c2ccccc2)c(Cl)c1C(=O)OCC(=O)N(C)c1c(N)n(Cc2ccccc2)c(=O)[nH]c1=O | 4 | -5 | 5 | -1 | 3 | 0.1 | 0.9 | nt | 5

Random draw from the library (roughly 4.8% active in at least one column).
